TIM10 inh: growth inhibitors of isogenic TIM10 control yeast, primary screen, counter-screen for tim10-1 yeast inhibitor project, luminescence, uHTS. S. cerevisiae TIM10 strain growth, BacTiter-Glo luminescence, 24 h. inhibition, % at 10 µM. hit rate 1.4% among 330,000. AID 463195, 2010;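 active means inhibition of 40% or more at the single tested concentration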;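 further: wild-type TIM10 isogenic control strain grown at permissive 25 °C; 0% = DMSO yeast wells and 100% = minimal medium wells without yeast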
beta cell repl: inducers of MIN6 beta-cell proliferation, primary screen, ATP luminescence, uHTS. MIN6 cells proliferation, ATPlite luminescence, 48 h; cells starved in 0.2% serum; 100% = growth in 10% serum. proliferation, % at 10 µM. hit rate 0.29% among 330,000;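 active means compounds whose signal lies at least 3.5 SD above the mean of all wells on their plate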;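 further: 0% = DMSO-treated cells in low-serum medium and 100% = 10% serum control; some compounds called inactive have numbers as strong as hits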
mIAP act: activators of mouse IAP, primary screen, biochemical, luminescence, uHTS; muIAP, CDP-Star luminescence, 30 min; stronger effect = higher value; 1 = vehicle-only enzyme signal, 0 = enzyme-free wells; hit rate 0.24% among 330,000; intestinal alkaline phosphatase [Mus musculus]; activation factor at 10 µM;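 active means activation factor of at least 2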; further: the source names both 10 and 20 µM as test concentration; values of inactives mirror those of a sister screen read the other way
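System: mouse IAP enzyme. Reagent: CDP-Star chemiluminescent phosphatase substrate. Benchmarks: DMSO wells, no-enzyme wells. Times: 30 min enzyme-substrate-compound incubation at room temperature. Detection: luminescence from enzymatic CDP-Star hydrolysis. Doses: test compounds delivered from DMSO solution.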
NALP3 yeast inh: NALP3 inflammasome inhibitors in reconstituted yeast, primary screen, luminescence, uHTS. Yeast reconstituted NLRP3/ASC/caspase-1, beta-gal luminescence, 24 h. inhibition, % at 10 µM. hit rate 0.39% among 330,000;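 active means inhibition of 50% or more; inactive means inhibition below 50%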;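 further: plate controls were induced DMSO wells for no effect and uninduced yeast grown without galactose for full effect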
APOBEC3A inh: APOBEC3A ssDNA deaminase inhibitors, primary screen, selectivity assay for APOBEC3G inhibitor project, biochemical, FAM/TAMRA oligo cleavage fluorescence; DNA dC->dU-editing enzyme APOBEC-3A (Homo sapiens), P31941; recombinant A3A, FAM/TAMRA ssDNA deamination fluorescence; inhibition, % at 20 µM; hit rate 0.41% among 330,000;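 active means at least 40% inhibition at 20 µM here, with at most 30% in a related deaminase screen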;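 further: plate controls were A3A with DMSO for no effect and wells lacking A3A enzyme for full effect; some results filed as inactive read as strong as hits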
Target sequence (P31941 whole entry, looked up): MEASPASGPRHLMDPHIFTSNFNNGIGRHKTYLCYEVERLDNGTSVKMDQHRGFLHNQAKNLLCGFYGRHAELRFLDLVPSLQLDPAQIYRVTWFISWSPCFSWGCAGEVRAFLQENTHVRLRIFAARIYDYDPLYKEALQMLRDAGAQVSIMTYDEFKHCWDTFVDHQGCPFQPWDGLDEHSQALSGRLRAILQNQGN
APOBEC3G inh: APOBEC3G DNA deaminase inhibitors, primary screen, biochemical, fluorescence, single-stranded DNA substrate, uHTS. inhibition, % at 20 µM. DNA dC->dU-editing enzyme APOBEC-3G (Homo sapiens), Q9HC16. recombinant A3G, ssDNA deamination FAM/TAMRA fluorescence. hit rate 0.28% among 330,000;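 active means inhibition of at least 40% at 20 µM, with no more than 30% in the related APOBEC3A deaminase screen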;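 further: plate controls were DMSO wells with A3G for no effect and wells lacking A3G enzyme for full effect; some compounds called inactive have numbers as strong as hits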
mIAP block: inhibitors of mouse IAP, primary screen, biochemical, luminescence, uHTS. AID 2806, 2010. intestinal alkaline phosphatase [Mus musculus]. inhibition, % at 10 µM. purified mouse IAP, CDP-Star luminescence, 30 min. hit rate 0.2% among 330,000;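 active means inhibition of at least 40% at 10 µM in the primary screen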;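 further: plate controls were DMSO with enzyme for no effect and no enzyme wells for full effect; values of inactives mirror those of a sister screen read the other way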
tim10-1 inh: growth inhibitors of tim10-1 mutant yeast, primary screen, luminescence, uHTS | S. cerevisiae tim10-1 ts strain growth, BacTiter-Glo, 24 h | inhibition, % at 20 µM | hit rate 2.2% among 330,000;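 active means inhibition of at least 40%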;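 further: mutant grown at 25 °C; 0% = DMSO wells with yeast and 100% = wells holding no yeast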
hIAP inh: human IAP inhibitors, primary screen, biochemical, luminescence, uHTS. Intestinal-type alkaline phosphatase (Homo sapiens), P09923. purified IAP, CDP-Star luminescence, 30 min. inhibition, % at 10 µM. hit rate 0.12% among 330,000. AID 2544, 2010;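 active means inhibition reaching a set limit with compound at 10 µM in the primary screen, cut at about 35% in these data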;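 further: plate controls were DMSO wells with enzyme for no effect and no-enzyme buffer wells for full effect; values of inactives mirror those of a sister screen read the other way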
Target sequence (P09923 whole entry, looked up): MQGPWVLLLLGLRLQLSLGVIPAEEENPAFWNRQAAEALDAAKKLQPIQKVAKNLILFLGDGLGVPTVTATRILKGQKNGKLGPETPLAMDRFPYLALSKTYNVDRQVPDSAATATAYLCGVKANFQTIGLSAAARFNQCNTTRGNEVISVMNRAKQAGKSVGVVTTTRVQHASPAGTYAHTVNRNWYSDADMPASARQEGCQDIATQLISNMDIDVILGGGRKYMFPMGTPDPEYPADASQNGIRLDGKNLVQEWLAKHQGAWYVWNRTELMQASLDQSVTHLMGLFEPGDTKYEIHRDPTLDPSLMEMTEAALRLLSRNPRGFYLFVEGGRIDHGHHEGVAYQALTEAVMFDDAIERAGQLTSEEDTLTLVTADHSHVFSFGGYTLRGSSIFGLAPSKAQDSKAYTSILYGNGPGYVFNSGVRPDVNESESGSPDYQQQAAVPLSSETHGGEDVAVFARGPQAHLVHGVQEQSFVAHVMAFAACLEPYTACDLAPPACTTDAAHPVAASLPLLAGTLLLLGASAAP
Starred values were filed as active, the others as inactive.

The first two records, ahead of the listing:
Order of values – TIM10 inh	beta cell repl	mIAP act	NALP3 yeast inh	APOBEC3A inh	APOBEC3G inh	mIAP block	tim10-1 inh	hIAP inh
CCc1ccc(OCCCC(=O)Nc2ccc(N3CCOCC3)cc2)cc1
    10.0	-0.6	0.91	6.1	-0.8	-4.7	9.0	13.1	10.3
CC(=O)N1CCN(c2ccc(NCc3cccs3)cc2)CC1
    9.1	-0.9	0.953	-1.7	-0.6	-2.2	4.7	10.7	-2.8

The listing (from the top)
Order of values – TIM10 inh	beta cell repl	mIAP act	NALP3 yeast inh	APOBEC3A inh	APOBEC3G inh	mIAP block	tim10-1 inh	hIAP inh
CCc1ccc(OCCCC(=O)Nc2ccc(N3CCOCC3)cc2)cc1
    10.0	-0.6	0.91	6.1	-0.8	-4.7	9.0	13.1	10.3
CC(=O)N1CCN(c2ccc(NCc3cccs3)cc2)CC1
    9.1	-0.9	0.953	-1.7	-0.6	-2.2	4.7	10.7	-2.8
CCN(CC)S(=O)(=O)c1cccc(N2CC(O)=C(c3ccccc3)C2=N)c1
    -11.6	-0.8	1.17	10.2	10.3	3.4	-17.1	7.5	-9.1
CC1CCC(NCc2ccco2)CC1 (stereo not given)
    0.0	1.8	1.02	9.6	-3.3	-3.0	-1.9	8.6	10.3
COc1cccc(C2N(c3cccc(Cl)c3)C(=O)C3CCCN32)c1 (stereo not given)
    -20.2	-3.6	0.93	10.8	-2.2	-6.8	7.0	-15.4	10.5
COc1ccc(CNC(=O)c2ccccc2SCC(=O)N2CCCC2)cc1OC
    2.8	2.5	1	15.8	-0.3	-6.6	0.0	-25.5	-4.1
Cc1c(C(=O)NCc2cccnc2)oc2ccccc12
    -1.0	1.4	1.01	-3.8	-0.1	-6.9	-1.0	9.7	2.7
COc1ccc(NC(=O)c2nc(C)c(C3(C)CC(c4cccnc4)=NO3)s2)cc1 (stereo not given)
    -47.8	-5.0	1.05	31.5	1.4	5.8	-4.6	-14.9	-12.0
O=C(O)CCCCCNS(=O)(=O)c1ccc(Cl)cc1
    0.6	-3.4	1.04	6.1	-1.4	2.4	-4.1	1.7	3.5
COc1ccc(OC)c(NC(=O)Nc2nnc(N3CCCCC3C)s2)c1 (stereo not given)
    27.9	0.1	0.951	-6.6	4.4	-1.4	4.9	24.2	15.4
CCOC(=O)c1ccc(NC(=O)CCS(=O)(=O)c2cccc3nonc23)cc1
    0.7	-2.9	1.04	5.2	1.6	2.7	-3.6	16.2	7.2
Cc1ccc2oc(=O)c3cnn(CC(=O)N4CCN(c5ccccc5)CC4)c3c2c1
    -2.3	-1.4	1.05	17.2	-1.1	-2.7	-5.5	14.4	7.2
CC(=O)c1sc(NC(=O)c2cccnc2Cl)nc1C
    19.0	-2.1	0.992	6.1	-0.9	-0.9	0.8	9.1	-5.7
Cc1cc(=O)oc(C)c1C(=O)NC1CCCCCCC1
    5.1	-3.7	1.01	-16.5	-9.8	-4.0	-0.9	20.1	-14.5
O=C(CNC(=O)N1CC(=O)Nc2ccccc21)NCc1ccc(Cl)cc1
    -13.1	3.2	1.01	5.3	-1.3	-2.7	-0.9	-3.5	2.8
CCN1CCC(C(N)=O)CC1
    10.7	-1.5	0.99	10.9	0.9	-0.1	1.0	-6.5	-14.4
COc1ccc(CCNC(=O)COC(=O)/C=C/c2ccc(OC)c(OC)c2)cc1
    6.0	-2.3	0.979	15.2	0.2	-0.9	2.1	11.2	1.6
Cc1ccc(CNc2nc(N)c([N+](=O)[O-])c(Nc3ccc(F)cc3)n2)cc1
    18.3	-2.3	1.06	25.0	0.4	2.4	-5.8	-1.7	12.5
CCCC(=O)c1cc(F)c(N2CCOCC2)cc1C
    5.3	-2.2	1.1	29.8	-0.9	-3.0	-10.0	3.9	-6.6
Cc1cc(=O)n2nc(N3CCCC(C(=O)NCc4ccccc4)C3)sc2n1 (stereo not given)
    -17.8	-3.7	0.984	-2.8	2.2	2.6	1.6	-9.6	5.8

Full records, quoted from the list.
Entry for CCCC(=O)c1cc(F)c(N2CCOCC2)cc1C → TIM10 inh = 5.3; beta cell repl = -2.2; mIAP act = 1.1; NALP3 yeast inh = 29.8; APOBEC3A inh = -0.9; APOBEC3G inh = -3.0; mIAP block = -10.0; tim10-1 inh = 3.9; hIAP inh = -6.6
Entry for COc1ccc(OC)c(NC(=O)Nc2nnc(N3CCCCC3C)s2)c1 (stereo not given) → TIM10 inh = 27.9; beta cell repl = 0.1; mIAP act = 0.951; NALP3 yeast inh = -6.6; APOBEC3A inh = 4.4; APOBEC3G inh = -1.4; mIAP block = 4.9; tim10-1 inh = 24.2; hIAP inh = 15.4

Next section.
Order of values – TIM10 inh	beta cell repl	mIAP act	NALP3 yeast inh	APOBEC3A inh	APOBEC3G inh	mIAP block	tim10-1 inh	hIAP inh
O=C(COC(=O)C1CC2CCCC(C1)C2=O)Nc1nc(-c2ccc(F)c(F)c2)cs1 (stereo not given)
    5.9	0.6	0.939	-2.2	-1.0	-6.6	6.1	-18.3	7.8
COC(=O)c1sc(S(=O)(=O)NCC(=O)O)c(C(=O)OC)c1C
    -15.0	1.6	1.03	8.3	2.0	-0.8	-3.1	1.2	-31.1
Cc1cccc(C(=O)Nc2sc3c(c2C#N)CCCCC3)c1
    -5.8	-0.9	0.895	16.4	-6.1	-2.1	10.5	14.2	-3.5
CCc1cc(=O)oc2c3c(cc(OCC(=O)Nc4cccnc4)c12)OC(C)(C)CC3
    17.3	-2.0	1.05	17.0	-0.7	1.4	-4.7	35.4	3.0
CCCCCOC(=O)C1=C(C)NC(=O)NC1c1ccccc1OCC (stereo not given)
    3.3	-3.2	0.908	15.6	4.6	1.5	9.2	26.2	0.8
CCN(CC)S(=O)(=O)c1cccc(C(=O)N[C@H](C(=O)NNC(=O)c2ccccc2)C(C)C)c1
    6.8	-0.9	0.929	15.6	-0.7	-2.7	7.1	-11.1	-24.1
FC(F)(F)c1ccc(-c2n[nH]c(=S)o2)nc1
    -13.4	0.9	1.07	10.3	-5.1	-4.8	-7.0	-15.2	-27.6
Cc1oc(-c2ccccc2F)nc1CS(=O)(=O)CC(=O)NC1CCCC(C)C1C (stereo not given)
    26.4	-6.7	0.978	-9.6	4.7	-0.8	2.2	-12.8	-12.4
O=C(NCCCNC(=O)c1ccc(Cl)cc1Cl)c1ccccn1
    -0.6	0.0	0.866	4.6	-1.2	-5.9	13.4	8.5	4.9
COc1ccc(-c2cc3nc(-c4ccccc4)cc(N4CCC5(CC4)OCCO5)n3n2)cc1
    32.0	-4.2	1.07	8.0	3.5	-2.7	-7.1	29.2	2.9
CSc1ccc(C(=O)N2CCc3ccc(NC(=O)c4ccccn4)cc3C2)cc1
    11.7	-5.2	1.04	34.6	1.0	14.8	-4.0	22.2	-7.9
CC(C)NC(=O)NC(=O)COC(=O)Cc1ccsc1
    -11.4	-0.8	1.09	5.1	3.0	2.5	-9.1	-0.5	-5.7
CCOC(=O)C1CCN(C(=O)CSc2ccccc2)CC1
    7.0	-1.2	1.02	10.4	-2.1	-4.0	-2.5	14.9	10.7
CC1CCCC/C1=N\NC(=S)Nc1cccnc1 (stereo not given)
    14.7	-0.4	0.84	1.9	0.2	-1.8	16.0	25.9	6.6
CC(C)n1cc(CN2CCC(n3nccc3NC(=O)CCCc3ccccc3)CC2)cn1
    -5.1	2.9	1.37	12.3	1.5	-2.0	-36.8	-2.0	-34.7
COc1ccc(CC(=O)OCC(=O)NC(=O)Nc2ccccc2F)cc1
    -0.7	3.9	0.89	6.6	-1.6	1.2	11.0	5.7	-10.7
CC(NC(=O)COC(=O)C12CC3CC(CC(Br)(C3)C1)C2)c1ccccc1 (stereo not given)
    6.3	1.7	1.19	15.9	0.9	-3.2	-19.3	8.5	9.3
Cc1cccc(N2C(=O)CC(N3CCN(Cc4ccc(Cl)cc4)CC3)C2=O)c1 (stereo not given)
    -19.3	0.9	1.05	23.8	3.3	5.7	-5.5	13.7	-17.7
Cc1ccccc1OCCOC(=O)c1ccc(S(=O)(=O)N2CCCC2)cc1
    5.3	0.3	1.01	19.1	0.1	-2.5	-0.6	10.2	4.7
Cc1ccccc1NC(=S)N(CCN(C)C)C(C)c1ccccn1 (stereo not given)
    6.4	-2.2	0.934	-11.9	-0.6	-4.7	6.6	16.6	-6.6
CCc1c(C(C)S(=O)(=O)c2ccccc2)[nH]c(=O)n1CC (stereo not given)
    -6.3	-2.3	1.07	14.7	-1.2	5.1	-7.3	12.3	0.0
CC1CCN(S(=O)(=O)c2ccc(S(=O)(=O)N3CCCC3)cc2)CC1
    1.9	-0.3	0.973	16.0	-0.5	-8.6	2.7	7.2	20.1
COc1ccc(O)c(-c2cc(-c3ccc(F)cc3)n[nH]2)c1
    29.9	-2.3	1.03	-12.3	0.8	0.2	-3.1	49.1*	-48.7
COc1ccc(CC(=S)N2CCOCC2)cc1OC
    -0.3	-0.6	1.18	-5.7	-4.8	-4.3	-18.1	7.5	9.4
O=P(c1ccc2c(c1)OCCO2)(N1CCOCC1)N1CCOCC1
    8.8	1.5	0.924	7.3	-3.7	-3.4	7.6	1.3	8.9
CN(CC(=O)NCc1ccccn1)S(=O)(=O)c1ccc(Cl)cc1
    -14.4	-1.5	0.983	16.0	2.6	0.7	1.7	-27.4	-1.5
O=C1COc2ccc(C(=O)COC(=O)c3sc4ccccc4c3Cl)cc2N1
    -0.1	-4.9	1.04	-6.3	2.6	0.4	-4.3	-9.8	-1.2
COc1ccc(/C=N\NC(=O)c2cccc([N+](=O)[O-])c2)cc1Cn1cc([N+](=O)[O-])cn1
    9.4	0.6	0.857	-1.4	-3.2	-7.7	14.3	9.9	1.6

Screening results: PubChem, Sanford-Burnham Center for Chemical Genomics
